Screening data from PubChem.
NCOA1 inh: SRC1 coactivator transcriptional activity inhibitors, primary screen, cell-based, luminescence; Nuclear receptor coactivator 1 (Homo sapiens), Q15788; HEK293 GAL4-SRC1 luciferase reporter; inhibition, % at 3.6 µM; 0.12% of 360,000 active; AID 588354, 2011;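 active means inhibition above the campaign mean plus 3 SD, with each screening campaign given its own cutoff, cut at about 60% in these data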;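 further: 0% = DMSO treated cells and 100% = gossypol at 36 µM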
Target sequence (Q15788 whole entry, looked up, the tested form may be a part): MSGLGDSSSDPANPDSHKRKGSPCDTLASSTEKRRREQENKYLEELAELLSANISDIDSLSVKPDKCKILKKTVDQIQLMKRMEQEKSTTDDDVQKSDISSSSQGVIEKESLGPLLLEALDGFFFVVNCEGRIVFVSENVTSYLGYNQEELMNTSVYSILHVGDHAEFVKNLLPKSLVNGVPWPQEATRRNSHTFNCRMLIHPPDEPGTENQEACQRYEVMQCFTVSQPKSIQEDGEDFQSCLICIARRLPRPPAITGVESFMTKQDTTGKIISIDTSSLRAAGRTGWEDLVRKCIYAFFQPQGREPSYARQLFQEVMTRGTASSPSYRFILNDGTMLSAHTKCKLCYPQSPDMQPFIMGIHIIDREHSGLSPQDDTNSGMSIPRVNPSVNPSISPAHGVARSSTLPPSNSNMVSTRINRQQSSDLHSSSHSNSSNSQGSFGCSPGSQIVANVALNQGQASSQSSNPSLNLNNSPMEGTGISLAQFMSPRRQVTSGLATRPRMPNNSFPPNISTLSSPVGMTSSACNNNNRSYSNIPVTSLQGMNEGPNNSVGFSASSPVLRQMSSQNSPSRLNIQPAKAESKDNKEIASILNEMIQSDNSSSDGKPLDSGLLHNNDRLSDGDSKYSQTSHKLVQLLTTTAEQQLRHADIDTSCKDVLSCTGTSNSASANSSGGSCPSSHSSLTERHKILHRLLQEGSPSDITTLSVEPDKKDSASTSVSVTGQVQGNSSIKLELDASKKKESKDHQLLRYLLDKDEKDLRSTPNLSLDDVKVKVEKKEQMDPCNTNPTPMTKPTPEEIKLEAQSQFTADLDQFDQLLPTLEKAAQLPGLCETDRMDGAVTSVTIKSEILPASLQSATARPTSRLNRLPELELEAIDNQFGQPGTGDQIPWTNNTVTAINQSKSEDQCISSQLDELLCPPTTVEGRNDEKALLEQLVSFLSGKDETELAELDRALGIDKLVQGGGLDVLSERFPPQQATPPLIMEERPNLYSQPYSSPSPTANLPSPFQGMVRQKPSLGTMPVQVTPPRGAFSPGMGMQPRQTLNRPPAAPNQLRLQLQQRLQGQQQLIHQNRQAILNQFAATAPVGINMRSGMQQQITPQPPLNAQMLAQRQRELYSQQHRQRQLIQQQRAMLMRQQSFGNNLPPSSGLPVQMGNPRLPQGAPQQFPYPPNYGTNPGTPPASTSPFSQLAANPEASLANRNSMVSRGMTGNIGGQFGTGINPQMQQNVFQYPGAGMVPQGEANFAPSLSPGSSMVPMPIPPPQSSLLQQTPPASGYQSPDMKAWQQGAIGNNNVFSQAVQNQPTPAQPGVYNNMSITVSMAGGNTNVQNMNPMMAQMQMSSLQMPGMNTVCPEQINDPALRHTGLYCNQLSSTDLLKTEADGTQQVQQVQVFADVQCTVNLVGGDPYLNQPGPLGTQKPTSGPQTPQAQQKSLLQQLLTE
NR2F2 inh: NR2F2 transcriptional activity inhibitors, primary screen, cell-based, luciferase reporter, HEK293T, luminescence; COUP transcription factor 2 (Homo sapiens), P24468; inhibition, % at 8.6 µM; AID 686940, 2013; HEK293T NGFI-A luciferase reporter; 0.7% of 370,000 active;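 active means inhibition above a per-plate cutoff, mean inhibition of test wells between control levels plus 3 SD, cut at about 38% in these data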;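 further: cells cotransfected with COUP-TFII expression vector driving the NGFI-A reporter; 0% = median of COUP-TF2 test wells and 100% = reporter-only cells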
CF NFkB block: inhibitors of PAF-induced NF-kB signaling, primary screen, cell-based, GFP fluorescence, uHTS. inhibition, % at 5 µM. KKLEB NF-kB-GFP reporter, GFP fluorescence overnight. AID 588850, 2011. 0.86% of 360,000 active;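 active means at least 50% inhibition at 5 µM, scaled per plate between neutral and stimulator controls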;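 further: PAF is a Pseudomonas aeruginosa culture filtrate used as stimulus; plate controls were PAF-stimulated DMSO wells for no effect and unstimulated DMSO wells for full effect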
TROY signal inh: inhibitors of TROY-driven NF-kB signaling, primary screen, Q293 LMP1-TROYcd cells, NF-kB luciferase, uHTS; inhibition, % at 10 µM; 0.98% of 360,000 active; Q293 LMP1-TROYcd NF-kB luciferase reporter, 4 h; AID 1347056, 2019;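 active means compounds whose plate-normalised and pattern-corrected inhibition of the luciferase reporter signal at the single screening dose is 50% or more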
Shn3 inh set2: reduction of Shn3 3'UTR firefly luciferase signal, primary screen, Schnurri-3 inhibitor project, cell-based, Clone20 osteoblasts, set 2 | 0.52% of 360,000 active | Clone20 osteoblast Shn3 3'UTR firefly luciferase, 24 h | AID 588674, 2011 | inhibition, % at 12.5 µM;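 active means mean inhibition of at least 75% with every replicate also reaching 75%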;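 further: 0% = median of neutral control wells and 100% = pilot-screen positive control compound; some compounds past the cut are filed as inactive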
TWEAK-Fn14 inh: inhibitors of TWEAK-Fn14 signaling, primary screen, luciferase reporter cells, uHTS. 2% of 360,000 active. inhibition, % at 10 µM. TWEAK-stimulated Fn14 reporter cells, luciferase luminescence, 8 h; in the data active means inhibition above about 50%
KKLEB tox: cytotoxicity in KKLEB CF airway cells, primary screen, cytotoxicity control for CF NF-kB inhibitor project, cell-based, uHTS, fluorescence assay plates | KKLEB CF airway cells viability, ATPlite luminescence, overnight; stronger effect = lower value; cells stimulated with P. aeruginosa culture filtrate | activity change (cytotoxicity), % at 5 µM | 0.36% of 360,000 active;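 active means corrected activity change at or below -50% at 5 µM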
NCOA3 inh: SRC3 coactivator transcriptional activity inhibitors, primary screen, cell-based, luminescence. HEK293 GAL4-SRC3 luciferase reporter. 0.17% of 360,000 active. inhibition, % at 3.6 µM. Nuclear receptor coactivator 3 (Homo sapiens), Q9Y6Q9;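 active means inhibition above a per-campaign cutoff, the mean of all compounds plus 3 SD, cut at about 60% in these data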;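 further: 0% = DMSO-treated cells and 100% = gossypol-treated cells at 36 µM; higher means less SRC3-driven luciferase light from the GAL4 reporter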
NR5A2 inv ag: LRH-1 (NR5A2) inverse agonists, primary screen, cell-based, luminescence, HEK293T, StAR-luciferase reporter. 0.13% of 360,000 active. Nuclear receptor subfamily 5 group A member 2 (Homo sapiens), O00482. LRH-1 transfected, 24 h. inhibition, % at 3.6 µM;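 active means inhibition above the mean inhibition of all tested compounds plus 3 SD, cut at about 73% in these data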;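 further: 0% = DMSO wells and 100% = reporter-only cells lacking LRH-1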
TRAIL sens C8: viability loss with TRAIL in NB7+C8 cells, primary screen, TRAIL sensitizer project, cell-based, ATPlite luminescence; inhibition (viability loss, TRAIL sensitization), % at 10 µM; 1% of 360,000 active; AID 624354, 2012;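 active means compounds causing at least 50% loss of cell viability in the single-dose screen, relative to plate controls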
LMP1 NFkB inh: EBV LMP1-driven NF-kappaB luciferase reporter inhibitors, primary screen, cell-based, luminescence, single point; LMP1-induced NF-kappaB luciferase reporter cells; inhibition, % at 12.5 µM; 0.69% of 350,000 active; AID 504558, 2011; in the data active means inhibition above about 41%;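 further: 0% = neutral control wells and 100% = reference inhibitor control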
* hit, by the source's call; · = not tested or not shown. Not all compounds are listed; count on the stated rates, not on these rows.

SMILES	NCOA1 inh	NR2F2 inh	CF NFkB block	TROY signal inh	Shn3 inh set2	TWEAK-Fn14 inh	KKLEB tox	NCOA3 inh	NR5A2 inv ag	TRAIL sens C8	LMP1 NFkB inh
CCn1c(CNc2ccc(C)cc2C)nnc1SCC(=O)N1CCCc2ccccc21	-17	14	7	-6	14	10	-1	-1	1	-3	-2
COc1ccccc1N1CCN(/N=C/c2cccc(Cl)c2)CC1	-52	-26	1	-61	-51	-18	0	-59	-74	-2	-20
CCN(CC)Cc1nc2sc(C)c(C)c2c(=O)[nH]1	3	8	19	18	9	-8	-18	12	8	1	-8
COc1ccc(CC2(CO)CCN(Cc3cnn(C)c3C)CC2)cc1	-16	-20	-9	-10	-3	13	1	12	3	2	0
O=C(Nc1cccc(NC(=O)c2ccco2)n1)c1ccco1	9	11	-8	3	6	3	4	12	-2	-7	8
COc1ccccc1CNC(=O)c1ccc(S(=O)(=O)N(C)C)cc1	8	-21	0	19	-13	-5	10	-6	2	0	-6
CN1CCN(CC/C=C2/c3ccccc3Sc3ccc(S(=O)(=O)N(C)C)cc32)CC1	-17	-32	23	-64	-18	-54	14	-23	-35	19	-37
CC1(C)CC(=O)C2=C(C1)OC1=C(C(=O)CC(C)(C)C1)C2c1cc([N+](=O)[O-])cc([N+](=O)[O-])c1O	-6	3	-9	31	-13	7	12	-8	8	-5	-4
CCC(C)(C)NC(=O)c1ccccc1Oc1ccccc1	-4	15	-5	-16	12	-10	11	-5	16	-2	3
CC(NC(=O)CN(c1cccc(C(F)(F)F)c1)S(C)(=O)=O)c1ccccc1 (stereo not drawn)	-11	5	-12	3	-4	-1	-8	-2	-3	-5	-4
C[N+]1(CCCCSc2ccc(O)cc2)CCCCC1	-5	2	3	4	-51	12	8	25	6	9	7
O=[N+]([O-])c1ccc2[nH]ncc2c1	2	-22	-8	-5	2	-4	6	6	-5	-3	-1
Nc1c(N(CCC2=CCCCC2)C(=O)COc2ccc([N+](=O)[O-])cc2)c(=O)[nH]c(=O)n1Cc1ccccc1	-47	-9	6	7	22	8	-27	-4	11	22	4
CCn1nc(NC(=O)c2ccccn2)c2cc3cc(C)ccc3nc21	-34	-8	0	-4	-8	7	-24	-13	2	17	-18
OC(c1ccc(F)cc1)c1nc(-c2ccoc2)cs1 (stereo not drawn)	-17	-13	-22	1	7	0	2	1	35	8	·
CC(C)CC(c1nnnn1Cc1ccco1)N1CCN(c2cccc(Cl)c2)CC1 (stereo not drawn)	-4	13	16	6	30	-24	-3	26	-21	4	0
O=c1[nH]ccc2c(O)cccc12	14	-22	4	18	16	22	9	-17	13	11	-6
O=C(/C=C/c1ccc([N+](=O)[O-])cc1)OCC(=O)c1ccc[nH]1	-2	9	-70	-48	-16	-16	2	-12	-9	-12	-1
CCOC(=O)c1c(NC(=O)Cc2cccs2)sc(C(=O)NC2CCCC2)c1C	0	-4	46	-6	-2	-13	-42	8	-24	19	5
COc1cc(NC(=O)CCCN2C(=O)NC(C)(C)C2=O)cc(OC)c1	-2	13	-6	-3	2	-18	11	17	6	-15	4
CC(C)N(C(=O)Cn1cnc2c(cnn2-c2ccccc2Cl)c1=O)C(C)C	-2	·	7	-8	-12	18	4	5	14	-2	-4
CC(=O)N1CC(=O)N(OCc2ccccc2)C1c1ccc(Cl)cc1Cl (stereo not drawn)	14	19	6	-20	-25	-10	-13	-16	6	1	-6
O=C(NCC(c1cccs1)N1CCOCC1)c1ccccc1NS(=O)(=O)c1ccc(Cl)cc1 (stereo not drawn)	4	6	15	20	19	0	12	-4	-9	3	2
COc1ccc(C(=O)Nc2cc(C)c3c(=O)oc4ccccc4c3n2)cc1	-16	-2	9	-22	-13	8	-16	-8	-16	28	9
Cc1cccc(C)c1-n1nnnc1-c1cnccc1C(F)(F)F	3	0	-11	2	-2	4	-4	21	-14	-2	-4
COc1ccc(-c2nc(NC(=O)Cn3ccc(C(F)(F)F)n3)sc2C)cc1	-12	19	5	-10	22	-6	-7	15	8	7	6
Cc1cccc(OCCC(=O)NNC(=O)Cn2nc(C)cc2C)c1	1	-1	-10	9	3	13	7	-32	6	-4	0
O=[N+]([O-])c1ccccc1S(=O)(=O)Nc1cccnc1	10	8	-4	15	12	0	-3	-19	1	1	4
C[C@H](CO)N1C[C@H](C)[C@@H](CN(C)C(=O)c2ccc(N3CCN(C)CC3)cc2)OCc2cnnn2CCCC1=O	1	-8	-22	11	-11	-9	10	1	10	-22	·
Oc1ccc(-c2csc(-c3cccnc3)n2)cc1O	-89	-56	3	-29	-7	39	-5	-105	-74	23	4
CC(C)CC(c1nnnn1C1CCCCC1)N1CCN(c2ncccn2)CC1 (stereo not drawn)	-62	10	-1	-5	-21	-5	-4	0	-7	8	0
O=C(Cn1cc(C(=O)C(F)(F)F)c2cc(Br)ccc21)N1CCOCC1	3	-1	5	-3	-20	18	-14	15	14	-4	-5
COc1cccc(C(=O)NC2CC(C)(C)Cc3c2cnn3-c2cccc(F)c2)c1OC (stereo not drawn)	-12	5	26	-8	17	-9	7	19	0	4	5
COc1ccccc1OCC(=O)Nc1nnc(-c2ccco2)s1	-16	-11	-21	-13	-1	2	6	-1	-26	-2	-4
Cc1ccc(S(=O)(=O)N2C[C@H]3C(=O)C[C@@H](c4ccccc4)N(S(=O)(=O)c4cccc(C)c4)[C@H]3C[C@H]2c2ccccc2)cc1	8	-10	-15	-8	17	12	5	13	10	-7	·
CCOC(=O)N1CCN(S(=O)(=O)c2cc(Br)cc3c2N(C(C)=O)C(C)C3)CC1 (stereo not drawn)	-12	-2	2	14	8	-10	-1	8	-3	10	5
Cc1ccc(SCC(=O)OCC(=O)N(CC(C)C)C2CCS(=O)(=O)C2)cc1C (stereo not drawn)	-3	-24	-4	-20	-20	-11	3	-1	9	2	-2
CN(C(=O)c1ccc(Br)o1)C1(C)CCS(=O)(=O)C1 (stereo not drawn)	16	16	18	17	3	-2	-6	2	-3	-6	-7
COc1cccc(NC(=O)NC2(C(=O)N3CCC(O)CC3)CCCCC2)c1	-5	15	1	3	3	20	-3	-5	-8	-3	-7
CCS(=O)(=O)c1nc(S(=O)(=O)c2ccc(C)cc2)c(N2CCCC(C)C2)s1 (stereo not drawn)	-27	6	15	7	-8	26	-13	-6	-16	-8	2
O=C(O)CSc1cc(NS(=O)(=O)c2ccc(Cl)cc2)c2ccccc2c1O	-10	5	81*	46	10	94*	-21	-4	17	37	9
O=S(=O)(O)c1cccc2c(N=Nc3ccc(O)c4ncccc34)cccc12	1	·	-3	-27	3	11	3	13	3	-6	1
COC(=O)c1ccc2c(=O)n(CCCN3CCCC3=O)c(=S)[nH]c2c1	14	21	3	-16	12	11	10	-4	16	-7	9
CC(=O)Oc1ccc(N2C(=O)CCC2=O)cc1	16	2	12	-2	2	-3	3	13	-6	-1	1
C1CN(CCN2CCOCC2)CCN1	4	·	-12	-2	6	-4	6	-1	7	11	-1
COc1ccc(CNCC(O)(c2ccc(F)cc2)c2ccc(F)cc2)cc1OC	18	26	-1	5	80	15	2	26	11	10	8
CN1CCN(C(=O)c2ccc(-c3ccccc3)cc2)CC1	-18	6	-14	-11	13	10	19	-11	-16	-6	3
O=C(Nc1nnc([C@H]2C[C@H](O)[C@@H](CO)O2)s1)c1ccccc1F	13	-4	-39	0	-56	-13	-1	-11	-23	-3	·
Cc1ccccc1CN1CCN(CC(=O)NCc2ccccc2)CC1	5	-18	-1	-4	19	7	-1	-13	2	-1	-5
Cc1cccc(-n2ncc3c2CCCC3NC(=O)c2ccc[n+]([O-])c2)c1C (stereo not drawn)	8	11	8	15	62	11	-6	-4	-5	31	6
C#CCOc1ccc(Br)cc1C(c1c(C)[nH][nH]c1=O)c1c(C)[nH][nH]c1=O	-11	18	6	10	-11	-4	0	0	-4	-19	10
COc1cccc(-n2c(N)c(C(=O)Nc3c(C)n(C)n(-c4ccccc4)c3=O)c3nc4ccccc4nc32)c1	8	-7	19	-18	20	36	-27	8	-8	24	-13
O=C(COc1ccc(Cl)cc1)N/N=C/CCc1ccccc1	2	2	-21	5	-14	-6	-4	-3	4	12	-14
CC(C)COc1ccc(-c2nnc(-c3ccco3)o2)cc1	-86	-31	-20	-12	-3	57*	1	-94	-172	30	19
Cn1c(SCc2nc3ccccc3[nH]2)nnc1-c1cccnc1	-5	6	15	29	-11	22	-1	5	9	-1	-8
CCOc1ccc(NC(=O)c2ccc(NC(=S)NC3CCCCC3)cc2)cc1	-14	7	-2	-57	24	20	-8	-8	-32	34	11
O=C(NC1CCN(Cc2ccccc2)CC1)C(NS(=O)(=O)c1cccc2nsnc12)c1ccccc1 (stereo not drawn)	-11	9	1	4	-25	7	4	-2	9	-4	-4
COc1cccc(C(=O)Nc2nnc(C3CCCO3)s2)c1 (stereo not drawn)	-106	-16	1	-8	-67	10	-6	-103	-116	6	-19
Nc1c(C(=O)O)nnn1Cc1ccccc1	-6	-25	-10	-21	-12	4	2	13	7	-2	-5
O=C(NCc1ccccc1)C1=C[C@@H](c2csc3ccccc23)C[C@@H](OCc2ccc(CO)cc2)O1	8	7	5	10	58	42	0	5	-28	1	13

One compound at a time (already shown).
Shown for CC(C)COc1ccc(-c2nnc(-c3ccco3)o2)cc1 → NCOA1 inh: -86; NR2F2 inh: -31; CF NFkB block: -20; TROY signal inh: -12; Shn3 inh set2: -3; TWEAK-Fn14 inh: 57*; KKLEB tox: 1; NCOA3 inh: -94; NR5A2 inv ag: -172; TRAIL sens C8: 30; LMP1 NFkB inh: 19
Shown for COc1ccc(CNCC(O)(c2ccc(F)cc2)c2ccc(F)cc2)cc1OC → NCOA1 inh: 18; NR2F2 inh: 26; CF NFkB block: -1; TROY signal inh: 5; Shn3 inh set2: 80; TWEAK-Fn14 inh: 15; KKLEB tox: 2; NCOA3 inh: 26; NR5A2 inv ag: 11; TRAIL sens C8: 10; LMP1 NFkB inh: 8

Later entries:
SMILES	NCOA1 inh	NR2F2 inh	CF NFkB block	TROY signal inh	Shn3 inh set2	TWEAK-Fn14 inh	KKLEB tox	NCOA3 inh	NR5A2 inv ag	TRAIL sens C8	LMP1 NFkB inh
Cc1ccc(C(=O)N/N=C\c2ccc(OC(=O)c3cccs3)cc2)cn1	-3	-6	4	6	24	-36	-3	6	21	5	2
CN1CCN(Cc2c(O)ccc3c(-c4ccccc4)cc(=O)oc23)CC1	-10	21	-6	-3	22	9	6	-4	-16	-3	4
O=C(O)CC1S/C(=N/N=C/C=C/c2ccccc2[N+](=O)[O-])NC1=O (stereo not drawn)	-7	-13	12	10	-17	11	-2	5	-4	-15	-4
Cc1nc([N+](=O)[O-])cn1CC(=O)c1ccc(Cl)cc1	6	4	-16	-5	3	17	2	-4	-3	-4	2
